Compound activity deposited in PubChem BioAssay by National Center for Advancing Translational Sciences (NCATS).
JMJD2A Tudor: inhibitors of human JMJD2A Tudor domain; AID 504339; AlphaScreen JMJD2A-Tudor / H3K4me3 peptide binding; hit rate 4.4% among 390,000; O75164; Potency, µM (highest dose often 114 µM), without a hit: top-dose activity change, negative = inhibition, hits mostly inhibitors; note: % is set by controls: 0 for no effect and ±100 for the full control effect; nearly all actives have a fitted effect of over 50% in size
RGS4 inhibitor: inhibitors of human regulator of G protein signaling 4; Potency, µM (titrated, usually from 114 µM), without a hit: at the top dose activity change, negative = inhibition, actives largely listed as inhibitors; hit rate 0.039% among 390,000; Transcreener GDP fluorescence polarization, RGS4-accelerated GTP hydrolysis; note: % is set by controls: 0 for no effect and ±100 for the full control effect; nearly all actives have a fitted effect of over 75% in size; some results filed as inactive show a strong effect at the top dose
Target sequence (P49798 whole entry, looked up): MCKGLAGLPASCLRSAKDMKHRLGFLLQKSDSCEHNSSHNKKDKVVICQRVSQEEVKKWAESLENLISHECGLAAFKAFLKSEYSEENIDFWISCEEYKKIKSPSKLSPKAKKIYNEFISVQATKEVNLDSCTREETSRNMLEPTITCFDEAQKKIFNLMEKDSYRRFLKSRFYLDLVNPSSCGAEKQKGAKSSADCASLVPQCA
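MLSMR compounds (23 nl, pin-transferred) preincubated 10 min at room temperature with a 500nM (2x) first reagent, then RGS4 at 900nM (2x) plus Transcreener GDP mix added; fluorescence polarization (620/688 nm) read before and after 90 min at 30 °C.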
Tb PGK inh: T. brucei PGK inhibition | P07378 | Potency, µM (doses to about 57.5 µM), without a hit: at the highest dose activity change, negative = inhibition, usual class: inhibitors | PGK/GAPDH coupled, Kinase-Glo luminescence, 60 min | hit rate 0.043% among 380,000; note: % is set by controls: 0 for no effect and ±100 for the full control effect; nearly all actives have a fitted effect of over 60% in size
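Luminescent ATP detection (Kinase-Glo Plus) follows a 60-minute room-temperature incubation, with wells lacking PGK as controls. Buffer: 100 mM TEA (pH 7.6), 5 mM MgCl2, 0.01% Tween-20. Coupling enzyme GAPDH (100 nM final) supplies unstable 1,3-BPG in-well.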
TrxR1 inh: inhibitors of rat thioredoxin reductase 1. O89049. recombinant rTrxR1, NADPH fluorescence consumption, selenite substrate. Potency, µM (top dose mostly 114 µM), for inactives: at the top dose activity change, negative = inhibition, actives largely listed as inhibitors. hit rate 1% among 390,000. AID 588453; note: % is set by controls: 0 for no effect and ±100 for the full control effect; nearly all actives have a fitted effect of over 65% in size
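Rat TrxR1 (90 nM in the dispensed reagent) was pre-reduced with 400 uM NADPH for 5 min at room temperature, then incubated with compound for 15 min. After 400 uM selenite was added, NADPH fluorescence (Ex 340/Em 450 nm) was followed for 8 min.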
12-LOX inh: ALOX12 (human) lipoxygenase inhibition. hit rate 1.1% among 580,000. purified 12hLO, xylenol orange hydroperoxide absorbance. Potency, µM (top dose mostly 108 µM), inactives show at the highest dose activity change, negative = inhibition, usual class: inhibitors. AID 1671190; note: % is set by controls: 0 for no effect and ±100 for the full control effect
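Purified human 12hLO (150 nM final) in 25 mM Hepes, 0.01% Triton X-100, pH 7.0 was preincubated 15 min at room temperature with compound. Then 40 uM arachidonic acid was added, 30 min. Hydroperoxide was read by Fe-XO absorbance ratio 573/405 nm.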
HP1b binding inh: HP1-beta chromodomain-methylated histone interaction inhibition; hit rate 0.56% among 390,000; Potency, µM (doses to about 114 µM), for the others: top-dose activity change, negative = inhibition, hits mostly inhibitors; AlphaScreen HP1-beta / biotin-H3K9me3 peptide binding; note: nearly all actives have a fitted effect of over 70% in size; inactives centre near 23
Target sequence (P83916 whole entry, looked up): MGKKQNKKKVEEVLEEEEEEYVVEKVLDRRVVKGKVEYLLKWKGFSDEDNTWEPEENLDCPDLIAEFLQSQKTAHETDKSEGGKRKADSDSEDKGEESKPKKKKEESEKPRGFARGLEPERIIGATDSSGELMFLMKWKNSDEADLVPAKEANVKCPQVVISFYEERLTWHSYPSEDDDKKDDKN
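HP1-beta protein (50 nM final) preincubated 30 min at room temperature with biotinylated H3(1-18)K9me3 peptide (50 nM) in PBS pH 7.4, 0.01% Tween-20, then compound added for 30 min. AlphaScreen streptavidin donor/nickel chelate acceptor beads (10 ug/mL final), 30 min dark, luminescence read.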
Pin1 inhibitor: blocks the human prolyl isomerase Pin1; Q13526; Pin1 FP peptide displacement, HiFluor488, 10 min; Potency, µM (top dose mostly 115 µM), inactives show at the highest dose activity, negative = inhibition, usual class: inhibitors; hit rate 0.009% among 390,000; AID 504891; active = well fitted inhibition curve with a large enough effect in the polarisation, with a control signal flat, not every such curve was filed as active; inconclusive = small, poorly fitted or top-dose-only effect, or effect the other way, or a change in a side signal; inactive = no such curve, though single readings can be large or run the other way; the % refers to the polarisation; note: % is set by controls: 0 for no effect and ±100 for the full control effect
Target sequence (Q13526 whole entry, looked up): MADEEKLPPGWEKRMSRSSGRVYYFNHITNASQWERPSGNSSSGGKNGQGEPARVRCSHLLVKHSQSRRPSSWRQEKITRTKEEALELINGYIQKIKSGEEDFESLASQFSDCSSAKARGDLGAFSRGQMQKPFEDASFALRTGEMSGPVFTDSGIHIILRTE
ERG Ets-DNA blk: blocks human ERG Ets domain binding to DNA. fluorescence polarization, His-ERG Ets domain / labelled DNA. hit rate 0.028% among 370,000. Potency, µM (doses to about 76.9 µM), for inactives: at the highest dose FP activity, negative = inhibition, hits mostly inhibitors. AID 624246; active = well fitted inhibition curve with a large enough effect in the polarisation, with a control signal flat; inconclusive = small, poorly fitted or top-dose-only effect, or effect the other way, or a change in a side signal; inactive = no such curve, though single readings can be large or run the other way; the % refers to the polarisation;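 note: polarization taken with two DNA probes labelled with fluorescein and Texas red; % of control where 0% means no effect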
Target sequence (P11308 whole entry, looked up, the tested form may be a part): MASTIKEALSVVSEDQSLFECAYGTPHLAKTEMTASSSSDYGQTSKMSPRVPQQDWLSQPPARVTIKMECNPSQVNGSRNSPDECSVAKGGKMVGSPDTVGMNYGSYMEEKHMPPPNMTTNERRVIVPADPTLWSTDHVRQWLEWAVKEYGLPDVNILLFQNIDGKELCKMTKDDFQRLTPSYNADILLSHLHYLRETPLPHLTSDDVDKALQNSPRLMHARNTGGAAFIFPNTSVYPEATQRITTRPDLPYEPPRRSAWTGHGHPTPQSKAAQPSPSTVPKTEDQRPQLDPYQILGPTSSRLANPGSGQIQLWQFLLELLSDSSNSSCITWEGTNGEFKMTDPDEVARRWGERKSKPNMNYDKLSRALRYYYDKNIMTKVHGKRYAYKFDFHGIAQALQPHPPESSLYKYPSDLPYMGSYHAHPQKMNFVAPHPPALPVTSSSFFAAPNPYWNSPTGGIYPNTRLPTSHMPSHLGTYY
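His-tagged ERG Ets domain (1 uM in the protein solution; 300mM KCl, 50mM Tris-HCl, 1mM EDTA, 1mM DTT, pH 7.5) received compound, then a probe mix of 5 nM fluorescein-DNA and 100nM Texas-615-DNA. Fluorescence polarization was read for both dyes.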
GLS inhibitor: blocks human kidney-isoform glutaminase activity | O94925 | GLS enzymatic activity, qHTS titration | Potency, µM (highest dose often 45.5 µM), inactives show at the highest dose activity change, negative = inhibition, hits mostly inhibitors | hit rate 0.21% among 410,000; note: % is set by controls: 0 for no effect and ±100 for the full control effect
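hKGA in 45 mM KH2PO4 (pH 8.2), 0.02% Tween-20 with compound, then 1mM L-Glutamine (stock as added) plus glutamate oxidase/HRP/Amplex red coupling mix. Fluorescence read initially and after 30 min at RT; signal change reflects glutamate formation.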
An asterisk follows results filed as active; i = inactive; ? = inconclusive; nt = no result given; & = joins results of further samples; [ ] = another dose, or the depositor's remark. Unless noted, calls come from the whole dose curve; as a rule, active = well fitted curve in the direction sought with a large enough effect; inconclusive = small, poorly fitted or top-dose-only effect, or another doubt; inactive = no such curve, though single readings can be large; an effect the other way counts as inactive or inconclusive. Potency is the fitted concentration of half-maximal effect.

Below each SMILES – JMJD2A Tudor, RGS4 inhibitor, Tb PGK inh, TrxR1 inh, 12-LOX inh, HP1b binding inh, Pin1 inhibitor, ERG Ets-DNA blk, GLS inhibitor
[1] CCN1C(=O)[C@H]2[C@H]3CN=C(SCc4ccc(C(=O)OC)cc4)N3[C@@](C)(C(=O)OC)[C@H]2C1=O
  -19%, 1%, -7%, 24%, 7%, 30%, 0%, 5%, 0%
[2] COC(=O)c1c(NC(=O)C2CC2)sc2c1CCCC2
  9%, -12%, -4%, -11%, 9%[57.4 µM], 52%[activator], 3%, 1%, 2%
[3] COc1ccc(C2c3cc(OC)c(OC)cc3CCN2C(=O)c2ccccc2Br)cc1OC (centres undefined)
  -33%, 39%, -2%, 18%, 4%, -6%, ?, -5%, 3%
[4] Cc1ccc2c(c1)N(CC(=O)Nc1ccccc1F)C(=O)C(C)O2 (centres undefined)
  -8%, 21%, 10%, -4%, -4%, 32%, -2%, -9%, 9%
[5] CCCCc1cc(=O)oc2cc(C)cc(OCC(=O)NCC3CCC(C(=O)O)CC3)c12 (centres undefined)
  1%, -14%, i, 32%, 0%, 36%, -14%, -4%, 0%
[6] CCc1ccccc1S(=O)(=O)Cc1ccc(C(=O)NCCc2ccc(C)cc2)o1
  20µM*, 5%, i, 6%, 0%, 49%[activator], -1%, -4%, -3%
[7] CC1CCC(NC(=O)c2ccc3c(c2)N(Cc2ccccc2F)C(=O)c2ccccc2S3)CC1 (centres undefined)
  0%, -16%, -2%, 29%[57.1 µM], ?, 24%, 26%, 0%, 1%
[8] O=C(N/N=C/c1ccco1)c1cc(-c2ccc(Cl)cc2)n[nH]1
  -28%, -6%, 0%, 9%[57.1 µM], 5%, 7%, 0%, -1%, 1%
[9] CCOC(=O)C1=C(C)NC(C)=C(C(=O)OCC)C1C(=O)OCC(=O)N1CCc2ccccc2C1
  -15%[57.1 µM], 10%[56.9 µM], -3%, -14%, 0%, 30%, -8%, 0%, -7%
[10] O=C(NCC1CCCN1S(=O)(=O)c1cccs1)C(=O)Nc1cccc(F)c1 (centres undefined)
  -21%, 9%, 6%, 3%, -9%, 3%, -1%, 1%, 2%

Other entries
Below each SMILES – JMJD2A Tudor, RGS4 inhibitor, Tb PGK inh, TrxR1 inh, 12-LOX inh, HP1b binding inh, Pin1 inhibitor, ERG Ets-DNA blk, GLS inhibitor
[11] O=C1c2ccccc2-c2cccc(C(=O)N3CCCCCC3)c21
  -17%, -3%, -9%, 23%, ?, 36%, 2%, 6%, 9%
[12] CCOc1ccc(-n2c(=O)c3sccc3n(CC(=O)Nc3cccc(OC)c3)c2=O)cc1
  -2%, 0%, i, 11%, 15%, 13%, 1%, -21%, -11%
[13] COc1ccccc1-c1c(C)nn2c(-c3ccccc3)cc(-c3ccccc3)nc12
  3%, -5%, 0%, 18%, -22%, 40%[activator], ?, -4%, 0%
[14] Cc1nnc(Nc2ccc(C(=O)O)cc2)[nH]c1=O
  0%, -8%, 9%, 6%[57.1 µM], -16%, 15%, 2%, -7%, 0%
[15] Cc1cccc(OCCCC(=O)Nc2ccc(S(N)(=O)=O)cc2)c1C
  4%[57.1 µM], -32%, i, -11%, -13%, 47%[activator], 6%, -3%, 1%
[16] Cc1onc(-c2ccccc2)c1C(=O)/C=C/N(C)C
  -9%, 26%, 2%, -33%, -16%, 35%[activator], -4%, -2%, -1%
[17] Cc1[nH]c2ccccc2c1/C=N/NC(=O)c1cccc([N+](=O)[O-])c1
  -1%[11.4 µM], -36%, 0%, 22%[57.1 µM], -1%, -10%, -5%, 8%, -9%
[18] COc1cccc(C(=O)COc2ccc3c(C)c(Cc4ccccc4)c(=O)oc3c2)c1
  -1%, -2%, -6%, 14%[57.1 µM], 1%, 28%, -7%, -7%, 2%
[19] COc1ccc(C(CNC(=O)Cc2ccccc2)N2CCCCC2)cc1 (centres undefined)
  -16%, 1%, -3%, 6%[57.1 µM], ?, 8%, 0%, 16%, 3%
[20] COc1ccc(C(CNC(=O)c2cccc(NC(=O)c3cccs3)c2)N2CCCC2)cc1 (centres undefined)
  -21%, 0%, 2%, -9%, -2%, 14%, 5%, -5%[15.4 µM], 20%

Two compounds drawn at random from the list so far, as already listed:
Below each SMILES – JMJD2A Tudor, RGS4 inhibitor, Tb PGK inh, TrxR1 inh, 12-LOX inh, HP1b binding inh, Pin1 inhibitor, ERG Ets-DNA blk, GLS inhibitor
[16] Cc1onc(-c2ccccc2)c1C(=O)/C=C/N(C)C
  -9%, 26%, 2%, -33%, -16%, 35%[activator], -4%, -2%, -1%
[13] COc1ccccc1-c1c(C)nn2c(-c3ccccc3)cc(-c3ccccc3)nc12
  3%, -5%, 0%, 18%, -22%, 40%[activator], ?, -4%, 0%

Next part:
Below each SMILES – JMJD2A Tudor, RGS4 inhibitor, Tb PGK inh, TrxR1 inh, 12-LOX inh, HP1b binding inh, Pin1 inhibitor, ERG Ets-DNA blk, GLS inhibitor
[21] CC(Sc1nnc(CN2CCCC2)n1Cc1ccccc1)C(=O)Nc1ccc(F)cc1Cl (centres undefined)
  -21%, 33%, -12%, -10%[57.1 µM], 8%, 42%[activator], 0%, 8%, -7%
[22] CC(=O)Nc1ccc(S(=O)(=O)N2CCN(S(=O)(=O)N3CCOCC3)CC2)cc1
  -3%, -6%, -8%, 9%, 1%, 19%, 6%, 7%, 7%
[23] CN(C)CCNC(=S)Nc1ccc(Cl)cc1Cl
  -18%, -31%, -9%, 0%, ?, 26%, -3%, -10%, 16%
[24] Cc1cc(Nc2ccccc2C)nc(-n2nc(C)cc2C)n1
  ?, -1%, 0%, 19%[57.1 µM], 2%, 30%[57 µM], -1%, -2%, 2%
[25] CC(/C=N\NC(=O)c1ccc2c(c1)OCO2)c1ccccc1 (centres undefined)
  -13%, 20%, 3%, 11%, -46%, 34%, 1%, 11%, 3%
[26] C/C=C/C=C/C(=O)Nc1nccs1
  ?, -12%, -7%, ?, -11%, 24%, -11%, -3%, 5%
[27] CCOc1ccc(NC(=O)CN2C(=O)NC3(CCCCCC3)C2=O)cc1
  8%, -18%, -3%, 6%, 5%, 31%, 1%, 12%, -6%
[28] CN(CC(=O)Nc1ccccc1F)S(=O)(=O)c1ccc2c(c1)c(=O)n(C)c(=O)n2C
  6%, -4%, -10%, 16%, -17%, 45%[activator], -3%, 2%, -3%
[29] Nc1nnc(-c2cccc(Cl)c2Cl)c(N)n1
  -1%, 17%[56.9 µM], -1%, 12%[57.1 µM], ?, 31%, -3%, 4%, 17%&4%
[30] Cc1ccccc1NS(=O)(=O)c1ccc2[nH]c(=O)[nH]c2c1
  -8%[11.4 µM], -20%, 5%, 10%[57.1 µM], ?, 37%, -2%, 2%, 5%

(listing goes on)
Below each SMILES – JMJD2A Tudor, RGS4 inhibitor, Tb PGK inh, TrxR1 inh, 12-LOX inh, HP1b binding inh, Pin1 inhibitor, ERG Ets-DNA blk, GLS inhibitor
[31] COc1ccc(S(=O)(=O)Nc2cccnc2)cc1
  -4%[11.4 µM], -14%[11.4 µM], -5%, 19%, 3%, 53%[activator], -4%, 11%, 0%
[32] CCc1nnc(NC(=O)NCN2C(=O)C3C4C=CC(C4)C3C2=O)s1 (centres undefined)
  -9%, 23%, 4%, -3%, 7%, 36%, ?, -4%, 3%
[33] CC(C)c1ccc(S(=O)(=O)N2CCN(C(=O)C3CC3C)CC2)cc1 (centres undefined)
  -2%, 0%, 0%, 27%, 9%, 19%, -2%, 5%, 4%
[34] CCOC(=O)/C(=C\c1cn(C)c2ccccc12)[N+](=O)[O-]
  ?, -26%, 13%, 18µM*, ?, ?, 5%, nt, ?
[35] CCOC(=O)CCC(=O)Nc1nnc2n1CCS2
  40µM*, 0%, -5%, 8%[57.1 µM], -19%, -7%[57 µM], -1%, 2%, -14%
[36] Cc1cc(O)c(C2=Nc3ccccc3SC(c3ccc(Cl)cc3)C2)c(=O)o1 (centres undefined)
  -9%, -48%, -1%, 12%, -9%, 31%, 20%, -5%, 0%
[37] CCn1cc(C(=O)NCCCN2CC(C)CC(C)C2)c2cc(OC)c(OC)cc2c1=O (centres undefined)
  -6%, 37%, 1%, -5%, -8%, 20%, -7%, -4%, 14%
[38] CCC(C)(C)c1nnc(NC(=O)C2CC(=O)N(CCc3ccc(F)cc3)C2)s1 (centres undefined)
  -9%, 5%, i, 7%, -71%, -9%, -9%, 2%, 12%
[39] CCOc1ccc(CCNC(=O)c2ccc(CS(=O)(=O)Cc3ccccc3Cl)o2)cc1OCC
  -27%, 0%, 5%, 3%[57.1 µM], -30%, 26%, ?, 9%, -5%
[40] CCOC(=O)C(=O)C1=C(N2CCOCC2)/C(=C\c2ccc(F)cc2)CC1
  ?, -38%, -1%, ?, ?, -14%, -11%, -12%, 0%

Just RGS4 inhibitor, for 5 of the compounds above:
entry	Molecule	RGS4 inhibitor
17	Cc1[nH]c2ccccc2c1/C=N/NC(=O)c1cccc([N+](=O)[O-])c1	-36%
18	COc1cccc(C(=O)COc2ccc3c(C)c(Cc4ccccc4)c(=O)oc3c2)c1	-2%
19	COc1ccc(C(CNC(=O)Cc2ccccc2)N2CCCCC2)cc1 (centres undefined)	1%
20	COc1ccc(C(CNC(=O)c2cccc(NC(=O)c3cccs3)c2)N2CCCC2)cc1 (centres undefined)	0%
21	CC(Sc1nnc(CN2CCCC2)n1Cc1ccccc1)C(=O)Nc1ccc(F)cc1Cl (centres undefined)	33%

An excerpt, so the mix of outcomes need not match the whole.
